CHO-K1 Ca ag – nonselective activator or artifact in parental CHO-K1 cells; Fluo-8 calcium fluorescence; scaled to maximal ATP response, vehicle zero; activation, % at 3 µM; 360,000 tested, 0.48% active; in the data active means activation above about 15%;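 further: untransfected CHO-K1 host cells lacking M1 receptor as counterscreen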
M1 PAM parental – M1 PAM counterscreen hit in parental CHO-K1 cells. 360,000 tested, 0.02% active. AID 602247. activation, % at 3 µM. ATP EC20, Fluo-8 calcium fluorescence; 0% at ATP EC20, 100% at ATP max;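 active means activation above the run cutoff, the mean activation of all test compounds plus 3 SD, cut at about 40% in these data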;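 further: peak over basal fluorescence ratio in a 140 s read after ATP addition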
M4 ag – CHRM4 agonism in calcium assay. P08173. CHO-K1 hM4/Gqi5, Fluo-8 calcium fluorescence; vehicle 0%, full acetylcholine response 100%. activation, % at 3 µM. 360,000 tested, 0.14% active;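 active means activation above the run mean over all test wells plus 3 SD, cut at about 32% in these data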;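 further: peak over basal fluorescence ratio per well then scaled between controls; 0% = DMSO wells and 100% = acetylcholine at EC100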
Target sequence (P08173 whole entry, looked up): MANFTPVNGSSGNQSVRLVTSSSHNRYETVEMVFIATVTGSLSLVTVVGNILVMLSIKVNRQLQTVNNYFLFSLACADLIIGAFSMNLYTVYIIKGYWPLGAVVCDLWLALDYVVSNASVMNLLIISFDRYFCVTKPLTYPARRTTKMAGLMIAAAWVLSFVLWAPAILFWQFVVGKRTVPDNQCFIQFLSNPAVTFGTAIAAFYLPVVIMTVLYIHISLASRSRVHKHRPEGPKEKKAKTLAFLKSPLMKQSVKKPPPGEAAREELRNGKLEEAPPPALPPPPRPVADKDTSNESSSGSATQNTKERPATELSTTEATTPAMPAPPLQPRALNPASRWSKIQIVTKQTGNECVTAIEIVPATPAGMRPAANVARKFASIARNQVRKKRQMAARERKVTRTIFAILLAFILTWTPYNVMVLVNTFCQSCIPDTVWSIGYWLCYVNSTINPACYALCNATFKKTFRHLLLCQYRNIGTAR
M4 antag – CHRM4 antagonism in calcium assay; CHO-hM4 cells, ACh EC80, Fluo-8 calcium fluorescence; inhibition, % at 3 µM; 360,000 tested, 0.73% active; AID 624125;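 active means inhibition above its plate's cutoff, the mean inhibition of sample wells plus 3 SD, cut at about 27% in these data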;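 further: 0% = acetylcholine EC80 with DMSO and 100% = DMSO without agonist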
CHRM5 antagonist – CHRM5 antagonism in calcium assay; P08912; CHO-hM5 cells, Fluo-8 calcium fluorescence, ACh EC80; inhibition, % at 3 µM; 360,000 tested, 0.59% active; AID 624040;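 active means inhibition above a per-plate cutoff, the mean of that plate's test compounds plus 3 SD, cut at about 27% in these data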;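 further: 0% = acetylcholine EC80 with DMSO and 100% = DMSO without agonist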
CHO-K1 Ca antag – nonselective inhibitor or artifact in parental CHO-K1 cells; ATP-induced calcium, Fluo-8 fluorescence; inhibition, % at 3 µM; 360,000 tested, 0.6% active; AID 602250;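 active means inhibition above a per-plate cutoff, the plate's mean sample inhibition plus 3 SD, cut at about 24% in these data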;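 further: 0% = DMSO plus EC80 ATP and 100% = DMSO alone without ATP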
CHRM4 PAM – positive allosteric modulators of human muscarinic M4 receptor; P08173; CHO-K1 hM4/Gqi5, Fluo-8 calcium fluorescence, ACh EC20; 0% = ACh EC20, 100% = maximal ACh; activation, % at 3 µM; 360,000 tested, 0.4% active; AID 624126;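 active means activation above its plate's cutoff, the mean activation of sample wells plus 3 SD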; further: some results filed as inactive read as strong as hits
M5 PAM – CHRM5 positive allosteric modulation; AID 624038; activation, % at 3 µM; 360,000 tested, 0.3% active; P08912; CHO-K1 hM5, Fluo-8 calcium, ACh EC20 PAM; 0% = ACh EC20, 100% = ACh EC100;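 active means activation above the run cutoff, the mean activation of all test compounds plus 3 SD, cut at about 18% in these data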
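Replicates: One well per compound, no replicates | System: Human M5 receptor in CHO-K1 cells | Benchmarks: Low control EC20 acetylcholine (0%), high control EC100 acetylcholine (100%) | Probe or stimulus: Acetylcholine, EC20 level | Times: Fluo-8 loading 80 min at 37 °C plus 30 min room temperature | Signal: Intracellular calcium via Fluo-8 fluorescence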
M5 ag – CHRM5 agonism in calcium assay; CHO-K1 hM5 cells, Fluo-8 calcium fluorescence; 0% DMSO wells, 100% maximal acetylcholine response; 360,000 tested, 0.19% active; activation, % at 3 µM; P08912;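 active means activation above the run's mean over test compounds plus 3 SD, cut at about 23% in these data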;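 further: signal is peak over basal fluorescence ratio across the kinetic read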
An asterisk follows results filed as active.

Start of the data: the first 5 compounds (preview)
SMILES	CHO-K1 Ca ag	M1 PAM parental	M4 ag	M4 antag	CHRM5 antagonist	CHO-K1 Ca antag	CHRM4 PAM	M5 PAM	M5 ag
Cc1cccc(C(=O)NCCC(=O)Nc2ccc(C)c(F)c2)c1	0.9	-15	4	-4	18	5	-4	-3	-2
CCn1c(=N)n(CCOc2ccc(OC)cc2)c2ccccc21	0.7	10	2	2	0	-6	-4	7	-8
Cc1ccc2nc3c(cc(S(=O)(=O)c4ccccc4)c(=N)n3C3CCCC3)c(=O)n2c1	-0.2	-15	2	-9	0	-9	11	2	5
O=C(NCc1ccccc1F)C1CCCN(S(=O)(=O)N2CCOCC2)C1 (centres undefined)	0.6	9	1	0	4	-3	-4	-3	1
O=P(c1ccccc1)(c1ccccc1)c1ccc(O)cc1	10	17	1	-5	2	7	-1	4	0

Results, from the first entry:
SMILES	CHO-K1 Ca ag	M1 PAM parental	M4 ag	M4 antag	CHRM5 antagonist	CHO-K1 Ca antag	CHRM4 PAM	M5 PAM	M5 ag
Cc1cccc(C(=O)NCCC(=O)Nc2ccc(C)c(F)c2)c1	0.9	-15	4	-4	18	5	-4	-3	-2
CCn1c(=N)n(CCOc2ccc(OC)cc2)c2ccccc21	0.7	10	2	2	0	-6	-4	7	-8
Cc1ccc2nc3c(cc(S(=O)(=O)c4ccccc4)c(=N)n3C3CCCC3)c(=O)n2c1	-0.2	-15	2	-9	0	-9	11	2	5
O=C(NCc1ccccc1F)C1CCCN(S(=O)(=O)N2CCOCC2)C1 (centres undefined)	0.6	9	1	0	4	-3	-4	-3	1
O=P(c1ccccc1)(c1ccccc1)c1ccc(O)cc1	10	17	1	-5	2	7	-1	4	0
COc1ccc(-n2c(N)c(C(=O)NCc3ccco3)sc2=S)cc1	-0.5	-8	0	2	7	10	2	-6	-8
O=C(C1CCC1)N1CCc2cc(S(=O)(=O)Nc3ccc4c(c3)OCCO4)ccc21	2.6	-5	5	0	-4	18	-6	2	6
CC(C)(C)[C@@H]1COC(=O)[C@H](Cc2ccc(F)cc2)CC/C=C\C[C@@H](CC(=O)NCCO)C(=O)N1	0.7	14	0	5	6	7	5	-3	1
O=C(N/N=C/c1ccccc1C(=O)O)c1ccc(COc2cccc3cccnc23)cc1	1.5	-6	4	0	4	-15	-4	0	-2
CCC(C(=O)NCCN1CCOCC1)n1nc(C)n2c(cc3sccc32)c1=O (centres undefined)	-0.8	-25	-1	7	13	8	-5	-1	-3
O=C(Nc1cc(Br)ccc1O)C1CC(c2c(F)cccc2Cl)=NO1 (centres undefined)	3.7	-3	8	-5	-6	3	-7	-5	2
CCCCSC1(SCCCC)N=C(N)C2(C#N)C(c3ccccc3)NC(C)=CC12C#N (centres undefined)	-0.3	-6	0	0	-1	7	-10	6	0
C[C@H](CO)N1C[C@H](C)[C@@H](CN(C)CC2CCCCC2)Oc2c(NC(=O)C3CC3)cccc2C1=O	-0.9	-12	1	-4	0	-6	1	1	2
c1ccc(-n2c(SCc3nc(-c4cccs4)no3)nnc2-c2ccco2)cc1	4.2	11	5	-2	5	-5	7	2	1
Cc1c(S(=O)(=O)c2ccccn2)c(N)n(Cc2ccccc2)c1C	1.3	16	1	6	2	-13	-3	9	1
COc1ccccc1C(=O)Nc1ccc(C(=O)O)cc1	0.2	15	1	-14	-5	7	8	5	1
CCSC1=C(C#N)C(c2ccccc2Cl)C(C(=O)c2cccs2)C(O)(C(F)(F)F)N1 (centres undefined)	0.2	9	2	8	6	-19	1	9	-2
CCOC(=O)C(=O)Nc1ccccc1C(N)=O	0.3	15	0	5	5	-15	12	0	0
CC(=O)Cn1c(CN2CCN(C(=O)c3ccco3)CC2)nc2c1c(=O)n(C)c(=O)n2C	1.1	7	1	4	3	-17	2	1	-2
Cc1nc(Cl)sc1C(=O)Nc1ccc(Cl)cc1	3.4	10	1	7	0	-1	-6	-1	-5
O=C(NC(Cc1c[nH]c2ccccc12)C(=O)Nc1ccc(F)cc1)c1cccs1 (centres undefined)	2.0	22	6	-1	10	-2	2	-7	1
CC1CN(S(=O)(=O)c2cccs2)CC(C)O1 (centres undefined)	0.7	18	1	0	-6	-7	0	1	3
COc1ccc(-c2nn(-c3ccccc3)cc2C(=O)Nc2nccs2)cc1OC	3.5	-9	10	6	8	34*	-17	-19	-1
COc1ccc(C(=O)N/C(=C/c2ccco2)C(=O)N2CCCCCC2)cc1	0.1	-6	3	4	12	-13	-7	-3	-2
O=C(c1cccs1)N1CCN=C1SCc1ccc(Cl)cc1	-0.2	19	1	-8	4	-3	7	6	-2
CCOC(=O)/C(C#N)=C/C1=C(N2CCOCC2)CC(C)(C)OC1	1.3	19	0	-1	-2	-12	4	11	4
CCn1nc(C)c(CNC(=O)CC2C(=O)NCCN2Cc2ccc(C)o2)c1C (centres undefined)	0.0	21	1	-8	-3	-11	11	0	-2
Brc1ccc(/C=N/Nc2ncnc3c2cnn3Cc2ccccc2)cc1	0.6	12	1	-2	1	-7	0	-2	-1
CCC1(C)Cc2c(sc3c2c(=O)n(-c2ccccc2)c(=O)n3C)CO1 (centres undefined)	0.3	14	-1	-8	4	-5	8	1	-3
O=C(COC(=O)CCCc1nc2ccccc2s1)NC(=O)NCc1ccco1	1.8	2	3	-11	-1	-13	0	2	0
Oc1ccc(N=Nc2ccc3c(c2)OCCO3)c(O)c1	1.6	14	0	-13	1	-16	1	-4	6
c1ccc2c(N3CCCCC3)ncnc2c1	1.5	1	2	3	3	-3	-1	0	-11
O=C(CNS(=O)(=O)c1ccc(F)c(Cl)c1)NCCc1ccccc1	0.7	-13	1	6	2	4	-9	4	2
COc1ccc(C(NC(=O)c2ccco2)c2ccc(OC)c(OC)c2)cc1 (centres undefined)	0.5	17	1	1	6	-8	-2	-1	1
O=C(CSc1nc2nn(-c3ccccc3)c(=O)c-2c2n1CCCCC2)Nc1ccccc1[N+](=O)[O-]	0.4	3	3	-17	-6	3	-6	-7	-1
CCC(CO)Oc1cc(NCc2ccccc2F)c2ncn(C(C)C)c2c1 (centres undefined)	-0.1	-1	1	6	11	-7	0	7	-3
Cc1ccc(S(=O)(=O)Nc2ccc3nc(-c4cccn4C)[nH]c3c2)cc1	1.3	7	3	0	-2	-7	-4	-8	-3
COC(=O)Cc1ccc(NC(=S)N2CCN(c3ccc(F)cc3)CC2)cc1	11	2	11	4	14	16	-10	-16	7
NS(=O)(=O)c1ccc2nc(NC(=O)CS(=O)(=O)c3ccc(F)cc3)sc2c1	0.5	-2	1	-14	-15	-10	5	7	-3
Cc1c(NC(=O)C(C)OC(=O)c2cccnc2Cl)c(=O)n(-c2ccccc2)n1C (centres undefined)	0.6	-11	2	-1	5	-14	4	1	3

7 entries already listed, sorted by SMILES length, ascending:
SMILES	CHO-K1 Ca ag	M1 PAM parental	M4 ag	M4 antag	CHRM5 antagonist	CHO-K1 Ca antag	CHRM4 PAM	M5 PAM	M5 ag
O=C(c1cccs1)N1CCN=C1SCc1ccc(Cl)cc1	-0.2	19	1	-8	4	-3	7	6	-2
Brc1ccc(/C=N/Nc2ncnc3c2cnn3Cc2ccccc2)cc1	0.6	12	1	-2	1	-7	0	-2	-1
CCC(CO)Oc1cc(NCc2ccccc2F)c2ncn(C(C)C)c2c1 (centres undefined)	-0.1	-1	1	6	11	-7	0	7	-3
O=C(CNS(=O)(=O)c1ccc(F)c(Cl)c1)NCCc1ccccc1	0.7	-13	1	6	2	4	-9	4	2
CCOC(=O)/C(C#N)=C/C1=C(N2CCOCC2)CC(C)(C)OC1	1.3	19	0	-1	-2	-12	4	11	4
CCC1(C)Cc2c(sc3c2c(=O)n(-c2ccccc2)c(=O)n3C)CO1 (centres undefined)	0.3	14	-1	-8	4	-5	8	1	-3
O=C(NC(Cc1c[nH]c2ccccc12)C(=O)Nc1ccc(F)cc1)c1cccs1 (centres undefined)	2.0	22	6	-1	10	-2	2	-7	1

Further results.
SMILES	CHO-K1 Ca ag	M1 PAM parental	M4 ag	M4 antag	CHRM5 antagonist	CHO-K1 Ca antag	CHRM4 PAM	M5 PAM	M5 ag
COc1cccc2cc(-c3cc(=O)oc4ccc(O)cc34)oc12	2.0	-6	7	-3	9	-7	-4	-4	0
COc1ccc2oc(C(=O)OCC(=O)Nc3ccc(N4CCOCC4)cc3)c(C)c2c1	0.5	7	1	-16	5	7	3	1	2
CCOC(=O)C1CCN(C(c2cc(OC)c(OC)c(OC)c2)c2sc3nc(C)nn3c2O)CC1 (centres undefined)	1.0	17	3	-35	-5	-7	3	0	-2
CCOC(=O)C(CC)(CC)C(=O)/C=C/c1ccc(Br)cc1	-0.5	3	-2	10	-5	7	-8	-3	-3
CC(C)=C[C@H]1C[C@H](C)[C@H]2CC[C@H](C)c3c(O[C@@H]4OC[C@@H](O)[C@H](O)C4O)c(O)c(C)c1c32 (some centres undefined)	0.2	12	1	2	15	-16	6	0	1
O=C(CCc1ccccc1)Nc1ncc([N+](=O)[O-])s1	11	-6	15	4	16	-8	-6	-23	4
CC(=O)N(CCOc1ccccc1)CCOc1ccccc1	0.6	-6	3	2	13	-5	-7	-10	-2
Cc1ccc(NC(=S)N2CCN(c3nccc(C(F)(F)F)n3)CC2)c(C)c1	0.7	6	0	-5	4	-2	1	3	-10
Cc1ccccc1-n1c(C)nnc1SC(C)C(=O)NCC1CCCO1 (centres undefined)	0.6	-2	1	-3	2	11	9	6	1
COC(=O)c1cc(C(=O)OC)n(Cc2ccc(C)cc2)c1C	1.3	-10	2	-1	12	-10	-7	-11	-5
CCOC(=O)C1CCCN(C(=S)NC2CCCCC2)C1 (centres undefined)	1.3	13	4	2	10	-16	2	-5	14
Cc1nc2cc(-c3ccccc3)ccc2o1	0.1	1	0	0	-1	6	-2	0	0

Bioassay records (PubChem)
